Assay outcomes as filed in PubChem.
GALK inh – qHTS Assay for Inhibitors of Human Galactokinase (GALK): NCGC Sytravon Library Screen. Potency, µM (highest dose often 57.5 µM), inactives show top-dose activity, negative = inhibition, most hits filed as inhibitors. recombinant GALK, Kinase-Glo ATP luminescence, 1 h. 44,000 tested, under 10 active. P51570;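 note: plate controls were full GALK reaction for no effect and reaction lacking GALK for full effect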
Target sequence (P51570 whole entry, looked up): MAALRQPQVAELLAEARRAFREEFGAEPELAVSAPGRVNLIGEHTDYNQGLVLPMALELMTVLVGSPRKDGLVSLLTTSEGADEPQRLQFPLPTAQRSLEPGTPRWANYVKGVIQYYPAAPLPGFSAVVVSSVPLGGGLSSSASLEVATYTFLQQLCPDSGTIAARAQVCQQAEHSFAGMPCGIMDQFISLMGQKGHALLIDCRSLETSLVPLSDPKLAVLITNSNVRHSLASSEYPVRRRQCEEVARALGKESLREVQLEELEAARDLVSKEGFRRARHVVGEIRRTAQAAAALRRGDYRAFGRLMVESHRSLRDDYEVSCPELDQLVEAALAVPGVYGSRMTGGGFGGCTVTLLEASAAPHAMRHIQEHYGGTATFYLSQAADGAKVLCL
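Human GALK (5 nM) was incubated with 35 uM ATP and 100 uM galactose in 20 mM HEPES pH 8.0 with MgCl2, NaCl, DTT and BSA for 1 h at room temperature. Remaining ATP was measured by Kinase-Glo Plus luminescence.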
p53null 39C tox – qHTS Screen for Compounds that Selectively Target Cancer Cells with p53 Mutations: Cytotoxicity of p53 Null Cells at the Nonpermissive Temperature | H1299 p53-null (neo) cells, 39C, ATPlite viability, 24 h | Potency, µM (highest dose often 46.1 µM), for the others: at the highest dose activity, negative = cell killing, most hits filed as cytotoxic | hit rate 0.97% among 55,000 | AID 904, 2007;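 note: potency is the fitted concentration of half-maximal effect; 0% = DMSO only and -100% = full killing by 100 µM tamoxifen; nearly all actives have a fitted effect of over 50% in size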
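Concentration-response (up to 46 uM) was run for 24 h at the nonpermissive 39C on H1299-p53A138V or H1299-neo cells. ATP content was measured with ATPlite luminescence. AC50 values were Hill-modeled after normalizing between DMSO and 100 uM tamoxifen killing.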
TSG101-PTAP inh – qHTS Validation Assay for Inhibitors of HIV-1 Budding by Blocking the Interaction of PTAP/TSG101: Sytravon Library Screen; Tumor susceptibility gene 101 protein (Homo sapiens), Q99816; Fluorescence polarization, FITC-PTAP peptide/Tsg101, 20 min; Potency, µM (highest dose often 115 µM), inactives show at the top dose activity change, negative = inhibition, hits mostly inhibitors; 44,000 tested, under 10 active; AID 1347069, 2019; note: potency is the fitted concentration of half-maximal effect; 0% is about no effect
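Fluorescence polarization: Tsg101 binding domain (10 uM final) in 10 mM HEPES pH 7.5, 0.15 M NaCl, 0.01% Tween 20, 3 mM EDTA, 0.1 mM TCEP; compounds pinned; FITC-PTAP peptide 50 nM final; 20 min, r.t.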
p53null 32C kill – qHTS Screen for Compounds that Selectively Target Cancer Cells with p53 Mutations: Cytotoxicity of p53 Null Cells at the Permissive Temperature; hit rate 0.62% among 55,000; AID 903, 2007; Potency, µM (top dose mostly 46.1 µM), without a hit: at the highest dose activity change, negative = cytotoxicity, usual class: cytotoxic; H1299-neo p53 null cells, ATP luminescence, 24 h, 32C;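 note: potency is the fitted concentration of half-maximal effect; 0% = DMSO only and -100% = full killing by 100 µM tamoxifen; nearly all actives have a fitted effect of over 55% in size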
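H1299-neo, 600 cells/well; overnight 37C; cpd up to 46 uM, 24 h at 32C; ATPlite luminescence after 20 min RT; normalized to DMSO (0%) and tamoxifen 100 uM (100% kill); Hill-fit AC50.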
FH mod – Identification of activators of human fumarate hydratase by quantitative high-throughput screening; Fumarate hydratase, mitochondrial (Homo sapiens), P07954; FH coupled MDH/diaphorase resazurin fluorescence, 15 min; Potency, µM (titrated, usually from 79.9 µM), without a hit: at the top dose activity change, negative = inhibition, usual class: inhibitors; hit rate 0.22% among 54,000; note: potency is the fitted concentration of half-maximal effect; % is set by controls: 0 for no effect and ±100 for the full control effect; the screen sought activators but most active calls are inhibition curves; nearly all actives have a fitted effect of over 45% in size
NTMT1 inhibitor – Primary qHTS for Inhibitors of N-terminal methyltransferase 1 (NTMT1): MTaseGlo Assay; AID 1645870, 2021; hit rate 2.5% among 59,000; Potency, µM (series often up to 114 µM), without a hit: top-dose activity change, negative = inhibition, most hits filed as inhibitors; N-terminal Xaa-Pro-Lys N-methyltransferase 1 (Homo sapiens), Q9BV86; NTMT1 MTase-Glo SAH luminescence, purified enzyme;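 note: potency is the fitted concentration of half-maximal effect; plate controls were DMSO vehicle for no effect and no enzyme for full effect; nearly all actives have a fitted effect of over 65% in size; many of its hits are not listed in these tables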
Target sequence (Q9BV86 whole entry, looked up): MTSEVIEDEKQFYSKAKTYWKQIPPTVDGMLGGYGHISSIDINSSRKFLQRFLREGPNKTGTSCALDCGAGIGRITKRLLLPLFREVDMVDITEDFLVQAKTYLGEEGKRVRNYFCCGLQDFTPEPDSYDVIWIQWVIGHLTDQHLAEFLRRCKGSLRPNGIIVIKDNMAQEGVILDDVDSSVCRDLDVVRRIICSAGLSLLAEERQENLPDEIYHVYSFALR
B2AR arrestin ag – qHTS assay of beta-arrestin-biased ligands of beta2-adrenergic receptor: NCGC Sytravon Library Screen; 44,000 tested, under 10 active; Potency, µM (doses to about 46.1 µM), for inactives: at the top dose activation, hits mostly activators; HTLA Tango cells, beta-arrestin recruitment, luciferase luminescence, 18 h;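 note: potency is the fitted concentration of half-maximal effect; 0% = DMSO and full agonism = EC100 isoproterenol or metaproterenol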
Target sequence (P07550 whole entry, looked up): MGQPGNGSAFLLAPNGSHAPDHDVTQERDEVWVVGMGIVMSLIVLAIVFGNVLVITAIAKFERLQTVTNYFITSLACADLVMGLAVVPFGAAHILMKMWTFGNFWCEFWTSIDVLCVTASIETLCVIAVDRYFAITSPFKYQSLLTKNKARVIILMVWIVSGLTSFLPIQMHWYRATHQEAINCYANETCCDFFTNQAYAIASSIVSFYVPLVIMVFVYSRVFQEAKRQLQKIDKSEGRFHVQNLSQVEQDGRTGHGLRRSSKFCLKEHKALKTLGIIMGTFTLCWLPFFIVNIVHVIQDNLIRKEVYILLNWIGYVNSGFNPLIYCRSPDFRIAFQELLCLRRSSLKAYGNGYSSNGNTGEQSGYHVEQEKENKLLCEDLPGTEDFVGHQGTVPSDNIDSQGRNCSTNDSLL
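Receptor–beta-arrestin recruitment read by tTA-responsive luciferase: compound titrations (up to 46 µM) incubated 18 h with Tango cells, then luminescent substrate 15 min at room temperature. Concentration-response fits classified by r2, efficacy and activity.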
* marks the source's active call; other numbers are inactive results; ? = inconclusive; / = not tested or not shown; [ ] = another dose, or the depositor's remark. Calls come from the whole dose curve; as a rule, active = well fitted curve in the direction sought with a large enough effect; inconclusive = small, poorly fitted or top-dose-only effect, or another doubt; inactive = no such curve, though single readings can be large; an effect the other way counts as inactive or inconclusive.

canonical_smiles	GALK inh	p53null 39C tox	TSG101-PTAP inh	p53null 32C kill	FH mod	NTMT1 inhibitor	B2AR arrestin ag
O=C(NCCc1ccccc1Cl)C1CCN(c2nc3ccccc3nc2C(F)(F)F)CC1	0%	2%	2%	-3%	-6%	-5%	-1%
COc1ccc(Cc2nc3ccccc3n2Cc2ccccc2F)cc1	-1%	10%	0%	40%[activator]	-9%	22%	-3%
COc1cc2ccccc2cc1C(=O)Nc1cccc(-c2nc3cc(C)c(C)cc3o2)c1C	1%	-2%	1%	-5%	6%	-28%	1%
Cc1nc(-c2ccc(Cl)cc2)sc1CCNC(=O)C(=O)Nc1ccccc1C#N	-3%	-24%	0%	3%	-3%	3%	0%
Cc1ccc(-n2c(SCC(=O)NCc3ccc(F)cc3)nc3c([nH]c4ccccc43)c2=O)cc1	2%	14%	1%	?	11%	-18%	1%
O=C(O)CCc1ccc(-c2ccc(Cl)cc2)n1-c1cccc(C(F)(F)F)c1	-2%	13%	-1%	13%	/	/	-2%
Cc1ccccc1CNC(=O)C1CCN(c2nn3cc(-c4ccc(F)cc4)nc3s2)CC1	-8%	-4%	-5%	-8%	6%	6%	2%
CCC(C)NC(=O)CSCc1nc(-c2ccc(C)cc2)oc1C (stereo unspecified)	-2%	5%	2%	-5%	-16%	-3%	0%
COc1cccc(NC(=O)C2CCCN2S(=O)(=O)c2ccc3c(c2)C(C)(C)C(=O)N3C)c1 (stereo unspecified)	0%	-16%	2%	-1%	0%	-18%	1%
COC(=O)c1c(NC(=O)C2c3ccccc3Oc3ccccc32)sc2c1CCC(C(C)(C)C)C2 (stereo unspecified)	23%	-20%	5%	-5%	/	/	0%
O=C(Nc1cccc(Cl)c1)c1cnc[nH]1	9%	-26%	0%	-6%[9.22 µM]	0%	-2%	1%
CCNC(=O)c1c(C)oc2ncn(C)c(=O)c12	0%	-13%	2%	5%	0%	-6%	-1%
Cc1ccc(NC(=O)CSc2n[nH]c(-c3ccc(F)cc3)n2)cc1F	0%	-21%	0%	-6%	-23%	7%	-1%
Cc1cc(C)cc(Nc2nnc(-n3nc(C)cc3C)c3ccccc23)c1	2%	-6%	-1%	-5%	-8%	?	1%
COc1ccc(NC(=O)Cn2ncc3c(C)n(Cc4cccc(Cl)c4)c(C)c3c2=O)cc1	0%	-13%	0%	-2%	-9%	7%	-2%
COCCCNC(=O)c1[nH]c2ccccc2c1Sc1ccc(C)cc1	3%	-6%	-5%	11%	-8%	-2%	1%
O=C(COc1ccccc1F)OCc1cc(=O)n2nc(C3CC3)sc2n1	0%	-12%	-5%	-1%	-2%	-1%	0%
CC(C)C1C(=O)Nc2ccc(S(=O)(=O)NCCc3ccc(Cl)cc3)cc21 (stereo unspecified)	2%	15%	-2%	20%	0%	-7%	0%
CCc1ccc(NC(=O)CN2CCSc3ccc(S(=O)(=O)N4CCCC4)cc32)cc1	1%	?	4%	6%	-24%	8%	2%
COc1ccc(NC(=O)c2cc3nc(-c4ccc(Cl)c(Cl)c4)cc(C(F)(F)F)n3n2)c(OC)c1	0%	19%	-5%	-1%	7%	4%	1%

Look-ups from the results shown.
Under NTMT1 inhibitor, COc1ccc(NC(=O)c2cc3nc(-c4ccc(Cl)c(Cl)c4)cc(C(F)(F)F)n3n2)c(OC)c1 reads 4%
Under GALK inh, O=C(Nc1cccc(Cl)c1)c1cnc[nH]1 reads 9%
Under p53null 32C kill, CCc1ccc(NC(=O)CN2CCSc3ccc(S(=O)(=O)N4CCCC4)cc32)cc1 reads 6%

Carrying on.
canonical_smiles	GALK inh	p53null 39C tox	TSG101-PTAP inh	p53null 32C kill	FH mod	NTMT1 inhibitor	B2AR arrestin ag
O=C(Cn1c(=O)nc(-c2ccccc2)c2ccccc21)Nc1ccc(Cl)c(C(F)(F)F)c1	-4%	-13%	1%	1%	16%	-4%	1%
COc1cc(C2C(=O)N(C3CCCCC3)CC(=O)N2CCc2ccccc2)ccc1OC(C)C (stereo unspecified)	0%	3%	-4%	2%	/	/	0%
CCOC(=O)c1c(C)oc2nc(C)nc(NCCc3ccc(Cl)cc3)c12	0%	-3%	-4%	0%	-20%	-23%	0%
CCc1ccc(-c2cn3c(n2)sc2cc(C(=O)NCCCc4ccccc4)ccc23)cc1	2%	?	-2%	0%	6%	-19%	4%
CN(C)c1ccc(CN(CC2CCCO2)C(=O)COc2ccccc2Cl)cc1 (stereo unspecified)	0%	-15%	-2%	-5%	-8%	?	-2%
COc1ccc(CNC(=O)Cn2ccc3cc(S(=O)(=O)N4CCCCCC4)ccc32)c(OC)c1	0%	19%	-1%	0%	-17%	3%	-1%
Cc1ccc(CNC(=O)CSc2nc3c(sc4ccccc43)c(=O)n2CCCOC(C)C)cc1	-2%	10%	-3%	10%	-4%	7%	-2%
Cc1c(C)n(Cc2ccccc2)c2ccc(C(=O)NCC(C)c3ccccc3)cc12 (stereo unspecified)	4%	-4%	0%	5%	-8%	0%	1%
COc1cccc(NC(=O)C(C)n2c(=O)cc(C(F)(F)F)c3c(C)nn(C)c32)c1 (stereo unspecified)	3%	-2%	0%	-10%	0%	-6%	0%
COc1ccc(Nc2c3c(nc4ccc(NC(=O)c5cc(Cl)ccc5OC)cc24)CCCC3)cc1OC	5%	5µM*	0%	6.3µM*	-4%	?	1%
O=S(=O)(c1ccc(-c2cnc(C3CC3)o2)cc1)N1CCN(c2ccc(F)cc2)CC1	-4%	?	-5%	-7%	?	11%	0%
COc1ccccc1C(=O)NCc1nc2cccnc2n1Cc1ccc(F)cc1	-2%	-9%	2%	-1%	5%	-1%	0%
CCOc1ccc(CCNC(=O)CN2C(=O)COc3ccc(S(=O)(=O)N4CCCC4)cc32)cc1	9%	14%	-4%	-8%	-15%	2%	0%
Cc1ccc(CNC(=O)Cn2nc(N3CCN(c4ccccc4)CC3)ccc2=O)cc1	4%	-11%	1%	-11%	5%	15%	0%
Cc1cccc(Nc2ncnc3c2cnn3C)c1C	2%	18%	-1%	-1%	-4%	7%	0%
COc1ccccc1C(=O)Nc1nc(-c2ccc(Br)cc2)ns1	4%	-19%	3%	-15%	-17%	-7%	-4%
Cc1cccc(CN2C(=O)c3ccccc3S(=O)(=O)c3ccc(C(=O)N4CCCC4)cc32)c1	9%	10%	-4%	-10%	-9%	-5%	1%
CC(=O)Nc1ccc(S(=O)(=O)N2CCC(Oc3ccc(-n4cnnn4)cc3)CC2)cc1	-1%	-8%	-3%	-7%	-16%	5%	-1%
CC(C)c1ccc(NC(=O)c2cn(C3CCCC3)c(=O)c3c2c2ccccc2n3C)cc1	0%	-24%	-9%	-4%	-18%	13%	0%
CCOC(=O)c1c(C)c(-c2ccccc2)n(CC(=O)NC(CC)Cc2ccccc2)c1C (stereo unspecified)	5%	-3%	4%	-6%	-13%	12%	0%

At a glance, some entries already given.
canonical_smiles	GALK inh	p53null 39C tox	TSG101-PTAP inh	p53null 32C kill	FH mod	NTMT1 inhibitor	B2AR arrestin ag
O=C(Cn1c(=O)nc(-c2ccccc2)c2ccccc21)Nc1ccc(Cl)c(C(F)(F)F)c1	-4%	-13%	1%	1%	16%	-4%	1%
COc1cc(C2C(=O)N(C3CCCCC3)CC(=O)N2CCc2ccccc2)ccc1OC(C)C (stereo unspecified)	0%	3%	-4%	2%	/	/	0%
CCOC(=O)c1c(C)oc2nc(C)nc(NCCc3ccc(Cl)cc3)c12	0%	-3%	-4%	0%	-20%	-23%	0%
CCc1ccc(-c2cn3c(n2)sc2cc(C(=O)NCCCc4ccccc4)ccc23)cc1	2%	?	-2%	0%	6%	-19%	4%

One compound at a time, from the list above. Order of values: GALK inh | p53null 39C tox | TSG101-PTAP inh | p53null 32C kill | FH mod | NTMT1 inhibitor | B2AR arrestin ag
Cc1ccc(-n2c(SCC(=O)NCc3ccc(F)cc3)nc3c([nH]c4ccccc43)c2=O)cc1 as listed: 2% | 14% | 1% | ? | 11% | -18% | 1%
Cc1nc(-c2ccc(Cl)cc2)sc1CCNC(=O)C(=O)Nc1ccccc1C#N as listed: -3% | -24% | 0% | 3% | -3% | 3% | 0%

Following part:
canonical_smiles	GALK inh	p53null 39C tox	TSG101-PTAP inh	p53null 32C kill	FH mod	NTMT1 inhibitor	B2AR arrestin ag
COc1ccc(NC(=O)c2oc3ccc(S(=O)(=O)N4CCC5(CC4)OCCO5)cc3c2C)cc1Cl	-1%	14%	-2%	3%	-11%	17%	-1%
COc1ccc(S(=O)(=O)n2nc(-c3ccco3)nc2NCc2ccc(OC)c(OC)c2)cc1	1%	-4%	-8%	-8%	-23%	9%	-3%
Cc1c(Cl)cccc1NC(=O)c1cc(-c2ccc3c(c2)OCO3)on1	4%	-7%	4%	0%	/	/	1%
Cc1ccc(NC(=O)CCCc2nc(-c3ccco3)no2)cc1Cl	5%	-15%	3%	1%	-17%	-28%	-2%
CCN(CCCNC(=O)c1cc2c(=O)n(C)c3ccccc3c2s1)Cc1ccccc1	0%	-22%	-1%	8%	-2%	?	1%
COc1ccc(NC(=O)CN2C(=O)CCn3nc(-c4cccn4C)cc32)cc1Cl	2%	?	-4%	-2%	3%	11%	0%
CCNC(=O)c1ccc2nc(CCc3ccccc3)oc2c1	-4%	-8%	1%	-6%	2%	12%	1%
O=C1c2oc3ccccc3c(=O)c2C(c2cccc(O)c2)N1c1nncs1 (stereo unspecified)	0%	-24%	2%	1%	3%	?	0%
Cc1ccc(C)c(N2CCN(C(=O)CCNS(=O)(=O)c3ccc4c(c3)CCN4C(=O)C3CC3)CC2)c1	0%	2%	-1%	16%	-9%	-1%	1%
CCOC(=O)N1CCC(NC(=O)c2ccc3c(c2)N(Cc2ccc(F)cc2)C(=O)c2ccccc2S3=O)CC1 (stereo unspecified)	0%	12%	-1%	1%	-13%	12%	1%

A portion of the library; the hit share may differ from the screen's.
